# Source: PubChem BioAssay
# TAAR1 antagonist = human TAAR1 antagonists, primary screen, Fluo-8 calcium fluorescence, CHO RD-HGA16 cells; 1.5% of 360,000 active; AID 624466, 2012; antagonist; inhibition, % at 3 µM; Trace amine-associated receptor 1 (Homo sapiens), Q96RJ0;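 active = inhibition above a per-plate cutoff, the mean inhibition of test compounds on that plate plus 3 SD, cut at about 49% in these data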;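 note: 0% = DMSO plus EC80 beta-PEA response and 100% = DMSO alone without agonist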
# Target sequence (Q96RJ0 whole entry, looked up): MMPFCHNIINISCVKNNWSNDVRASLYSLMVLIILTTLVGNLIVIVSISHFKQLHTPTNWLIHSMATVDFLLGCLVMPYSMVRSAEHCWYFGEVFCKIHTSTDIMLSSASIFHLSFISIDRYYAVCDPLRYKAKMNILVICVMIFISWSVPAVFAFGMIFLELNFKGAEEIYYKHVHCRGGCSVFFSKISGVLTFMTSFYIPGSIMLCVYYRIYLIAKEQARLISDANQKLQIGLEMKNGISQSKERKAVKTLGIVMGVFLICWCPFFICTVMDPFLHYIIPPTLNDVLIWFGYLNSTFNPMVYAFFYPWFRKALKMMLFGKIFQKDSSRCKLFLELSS
#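 test system = CHO RD-HGA16 cells bearing hTAAR1 | replication = singlicate | controls = DMSO-only wells and EC80 β-PEA-stimulated wells | reagent = EC80 β-phenethylamine stimulus | read-out basis = percent inhibition of PEA-evoked calcium signal, max/basal emission ratio | schedule = seeding 17-24 h prior, 75-min 37 °C, 30-min RT dye loading | signal = kinetic Fluo-8 calcium fluorescence measurement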
# TAAR1 ag = human TAAR1 agonists, primary screen, Fluo-8 calcium fluorescence, CHO RD-HGA16 cells; Trace amine-associated receptor 1 (Homo sapiens), Q96RJ0; vehicle wells 0%, saturating PEA agonist 100%; activation, % at 3 µM; 0.99% of 360,000 active;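 active = activation above the mean activation of all test compounds in the run plus 3 SD, cut at about 38% in these data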
#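 test system = CHO RD-HGA16 cells carrying human TAAR1 plus Gα16 | schedule = 17-24 h seeding, 75 min 37 °C dye, 30 min RT | compound dosing = 3 µM single concentration | control set = DMSO and PEA EC100 | replicates = n 1 | signal = Fluo-8 fluorescence, 5 s baseline then 140 s kinetic read | measure = percent activation vs PEA EC100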
# Numbers without * were called inactive. Only part of the results is shown; rates above refer to the full screens.
SMILES,TAAR1 antagonist,TAAR1 ag
Cc1cccc(C)c1-n1nnnc1C1(C)CCC(=O)N1Cc1cccc(C(F)(F)F)c1 (stereo not given),2,2
CCOC(=O)[C@]12CCC=C1N(Cc1ccco1)C(=O)[C@H](CC(=O)NCCCN1CCCC1=O)C2,0,2
C[C@H]1CN(C(=O)OC(C)(C)C)CCN1c1ccc(Br)c(C#N)c1,52*,0
Cn1c(-c2ccccc2)c(Sc2ccccc2)c2cc(-c3ccc4[nH]ccc4c3)ccc21,15,0
COC(=O)[C@]12C[C@H](CC(=O)NCCc3ccccc3OC)C(=O)N(Cc3ccccc3)C1=C[C@H](C(C)C)O[C@@H]2C1CC1,-28,30
CN1C(=O)[C@@]2(O[C@H]3[C@H]4C=C[C@@H]([C@H]5C(=O)N(Cc6ccccc6)C(=O)[C@@H]45)N3C3=C2C(=O)CC3)c2ccccc21,-23,13
Cc1cccc(C)c1NC(=O)C1(C)CN(S(C)(=O)=O)CC(=O)N1Cc1ccc2c(c1)OCO2 (stereo not given),-6,1
O=C(O)c1cc(C(=O)O)cc(N2C(=O)c3ccccc3C2=O)c1,0,0
CC(C)(C)S(=O)(=O)N1C[C@@H]2C(=C(CCO)C[C@@H]3C(=O)N(c4ccccc4)C(=O)[C@@H]32)[C@H]1CCO,7,6
Cc1cc2c(cc1C)-n1nnnc1C(N1CCN(c3ccccc3F)CC1)C(=O)N2 (stereo not given),-1,10
CC1(C(=O)NCc2ccccc2)CN(S(C)(=O)=O)CC(=O)N1Cc1cccs1 (stereo not given),10,1
COC(=O)[C@]12CCCCC=C1N(Cc1cccc3ccccc13)C(=O)[C@H](CC(=O)NCc1cccc3ccccc13)C2,-14,0
O=C1NC[C@@H](CCCCN2CCN(CCc3ccc(O)cc3)C(=O)C2=O)N(CCC2CCCCC2)C1=O,-6,2
COc1cc(OC)cc(C2=Cc3ccccc3C(CC(C)=O)N2c2ccc(-c3cccs3)cc2)c1 (stereo not given),4,0
O=C(NCc1ccccc1)[C@@H]1CCCN1C(=O)[C@@H]1CCCN1C(=O)c1cccs1,10,-1
CC1(C(=O)NCc2ccccc2)CSCC(=O)N1Cc1cccs1 (stereo not given),-29,6
COc1ccc(OC)c(CN2C(=O)CSCC2(C)C(=O)Nc2c(C)cccc2C)c1 (stereo not given),-1,0
CCOC(=O)N(C)C[C@H]1OCc2cn(nn2)CCCC(=O)N([C@@H](C)CO)C[C@@H]1C,11,2
CCC(C)[C@H]1CNC(=O)C(=O)N1CC(C)(C)C (stereo not given in full),1,1
CCCCS(=O)(=O)N1C2=NC(C(=O)OCC)=C(C(=O)OCC)C3N(Cc4ccc(Br)cc4)c4ccccc4[C@]23C[C@H]1C(=O)OC (stereo not given in full),-23,1
COc1ccccc1Cc1c(C(C)(C)C)nc2cc(C)c(Br)c(C)n12,-12,1
Cc1cc(C)c2cc(C#N)c(NCCNC(=O)c3ccncc3)nc2c1,-19,-2
COC(=O)[C@@]12C[C@@H](CC(=O)NCc3ccc(OC)c(OC)c3)C(=O)N(CCc3ccc(OC)c(OC)c3)C1=CCC(C)(C)C2,11,11
CC(C)CCN1C(=O)c2ccccc2C1c1nnnn1Cc1ccccc1 (stereo not given),21,8

# Complete entries, looked up by structure.
# CC1(C(=O)NCc2ccccc2)CSCC(=O)N1Cc1cccs1 (stereo not given) is entered as TAAR1 antagonist: -29; TAAR1 ag: 6
# O=C1NC[C@@H](CCCCN2CCN(CCc3ccc(O)cc3)C(=O)C2=O)N(CCC2CCCCC2)C1=O is entered as TAAR1 antagonist: -6; TAAR1 ag: 2
# CCCCS(=O)(=O)N1C2=NC(C(=O)OCC)=C(C(=O)OCC)C3N(Cc4ccc(Br)cc4)c4ccccc4[C@]23C[C@H]1C(=O)OC (stereo not given in full) is entered as TAAR1 antagonist: -23; TAAR1 ag: 1

# Later entries
SMILES,TAAR1 antagonist,TAAR1 ag
C[C@@H]1CN([C@@H](C)CO)C(=O)CCCn2nncc2CO[C@@H]1CN(C)C(=O)C1CC1,22,1
COC(=O)[C@]12C[C@H](CC(=O)N3CCCCC3)C(=O)N(CCC3=CCCCC3)C1=C[C@H](COCc1ccccc1)O[C@@H]2C,-15,-2
CN(C)C(=O)N1CCN(C(=O)[C@@H](Cc2ccccc2)NC(=O)[C@H]2O[C@@H](n3ccc(N)nc3=O)[C@H](O)[C@@H]2O)CC1,-11,1
CO[C@@H]1CN(C)C(=O)c2ccc(NC(C)=O)cc2OC[C@@H](C)N(C(=O)NC2CCCCC2)C[C@H]1C,-21,2
CC(C)n1nnnc1C1c2ccccc2C(=O)N1CCCN1CCOCC1 (stereo not given),-16,10
COc1ccc(CN2C(=O)CCC2(C)c2nnnn2Cc2ccccc2)cc1OC (stereo not given),-19,4
Cc1cccc(C)c1-n1nnnc1C(c1ccnc2ccccc12)N(C)Cc1ccccc1 (stereo not given),6,1
O=C(c1ccc(C(F)(F)F)cc1)N1CCC(=O)N([C@H](COCc2ccccc2)Cc2ccccc2)CC1,15,-2
COC(=O)[C@]12C[C@H](CC(=O)N3CCSCC3)C(=O)N(Cc3ccccc3)C1=C[C@H](C(C)C)O[C@@H]2C1CC1,-36,4
CCOC(=O)C1=C(C(=O)OCC)C2N(Cc3ccc(Br)cc3)c3ccccc3[C@@]23C[C@@H](C(=O)OC)N(S(=O)(=O)c2cccs2)C3=N1 (stereo not given in full),-21,0
COC(=O)c1ccc2nc(-c3ccco3)c(Cc3ccccc3OC)n2c1,-21,0
COc1ccc(NC(=O)N(C)C[C@@H]2OCc3cnnn3CCCC(=O)N([C@@H](C)CO)C[C@@H]2C)cc1,-14,1
CC[C@H](C)[C@H]1CNC(=O)C(=O)N1CC1CCN(CC(C)C)CC1,-1,1
CCCCc1c(-c2ccccc2OC)ncn1CCc1ccc(OC)cc1,36,14
O=[N+]([O-])c1ccc(Sc2nc3ccccc3[nH]2)c(Cl)c1,1,0
CCCCC[C@@H](C)N1C[C@@H](COCc2ccccc2)Oc2cc(N3CCC[C@H]3COC)ccc2S1(=O)=O,-28,0
CCOC(=O)N1CCN(C(=O)C[C@@H]2C[C@@]3(C(=O)OC)CC(C)(C)CC=C3N(Cc3ccc4c(c3)OCO4)C2=O)CC1,-16,1
COC(=O)[C@]12CCCCC=C1N(Cc1ccccc1)C(=O)[C@H](CC(=O)NCCCN1CCCC1=O)C2,-1,3
COc1ccc(-c2ccc(N3C(c4ccsc4)=Cc4ccc(F)cc4C3c3c[nH]c4ccccc34)cc2)cc1 (stereo not given),-1,0
O=C(C(=O)N1CCN(c2ccccc2)CC1)c1ccccc1,-8,1
COc1ccc(-c2nnn3c2C2c4cc(-c5cccc(F)c5)ccc4CCN2C(=O)C3)cc1 (stereo not given),-27,9
COC(=O)[C@@]12C[C@@H](CC(=O)NCc3cccs3)C(=O)N(Cc3cccc4ccccc34)C1=CCC(C)(C)C2,1,3
CCOC(=O)C1(C(=O)OCC)N=C(c2ccccc2)C=C1c1ccccc1,-4,-1
COC(=O)[C@@]12C[C@@H](CC(=O)N3CCN(C(=O)C4CC4)CC3)C(=O)N(Cc3ccco3)C1=CCC(C)(C)C2,-5,-3

# Exported field by field: 3 of the compounds above
CCCCC[C@@H](C)N1C[C@@H](COCc2ccccc2)Oc2cc(N3CCC[C@H]3COC)ccc2S1(=O)=O
- TAAR1 antagonist: -28
- TAAR1 ag: 0
CCOC(=O)N1CCN(C(=O)C[C@@H]2C[C@@]3(C(=O)OC)CC(C)(C)CC=C3N(Cc3ccc4c(c3)OCO4)C2=O)CC1
- TAAR1 antagonist: -16
- TAAR1 ag: 1
COC(=O)[C@]12CCCCC=C1N(Cc1ccccc1)C(=O)[C@H](CC(=O)NCCCN1CCCC1=O)C2
- TAAR1 antagonist: -1
- TAAR1 ag: 3

# Additional structures:
SMILES,TAAR1 antagonist,TAAR1 ag
Cc1ccc(S(=O)(=O)N(C)[C@H]2C[C@H]3c4[nH]c5cccc(-c6ccccc6)c5c4CCN3C(=O)[C@H]2[C@H](C)O)cc1,1,1
CC(=O)C1=C(C)N(CC(C)C)C(=S)NC1c1ccc(Br)cc1 (stereo not given),-11,-2
CCCN1C(=O)c2[nH]nc(-c3ccccc3)c2C1c1ccc(Br)cc1 (stereo not given),-31,-1
Nc1nc2c(ncn2[C@@H]2O[C@H](C(=O)NCCc3c[nH]c4ccccc34)[C@@H](O)[C@H]2O)c(=O)[nH]1,-18,5
COC(=O)[C@@]1(Cc2ccc(F)cc2)[C@H]2c3cc(C(=O)N(C)C)n(CCO)c3C[C@H]2CN1C(=O)c1ccccc1,8,2
CCCCc1c(-c2ccccc2OC)ncn1Cc1ccc([N+](=O)[O-])cc1,9,0
COc1ccccc1C(=O)Nc1cccc(-c2cn3ccsc3n2)c1,8,12
c1ccc(C[C@H]2CN=C(Nc3ccccc3)N2CC2CCCC2)cc1,-11,8
CO[C@H]1CN(C)C(=O)c2ccc(NS(=O)(=O)c3ccccc3F)cc2OC[C@H](C)NC[C@@H]1C,-12,3
Cc1ccc(S(=O)(=O)N[C@H](CNCc2ccccc2)C(C)C)cc1,-8,-2
Cc1cc(NC(=O)Cc2c(C)[nH]c3ccccc23)ccc1Oc1cccnc1,6,7
CCOC(=O)C1=CCN(S(=O)(=O)c2ccccc2C)C1c1cccc(Cl)c1 (stereo not given),28,3
Cc1ccc(S(=O)(=O)N2C3CC(c4ccccc4)N(S(=O)(=O)c4ccccc4Cl)CC3C(=O)C[C@H]2c2ccccc2)cc1 (stereo not given in full),-23,1
CCc1ccc(N2C=C(C(=O)OC)C(c3cccc4ccccc34)C(C#N)=C2N)cc1 (stereo not given),1,12
CC(C)C[C@H]1COc2cc(NCCO)ccc2S(=O)(=O)N1,1,1
Cc1nc(NC(=O)C(C)(C)C)sc1-c1nc(N)sc1-n1cc(-c2ccccc2)nn1,-12,-1
CC(=O)N1C[C@@H](CN2C(=O)CCC2=O)[C@@H]2C[C@H]1c1ccccc1N2C,-2,2
COC(=O)[C@@]12C[C@@H](CC(=O)N3CCCC3)C(=O)N(CCc3ccc(OC)c(OC)c3)C1=CCC(C)(C)C2,-21,4
O=C1c2c(-c3ccc(Br)cc3)noc2CCN1Cc1cn(-c2ccccc2)nn1,-30,3
Nc1[nH]c(C(=O)c2ccccc2)c(-c2cccc3ccccc23)c1C(=O)NCc1ccc(Cl)cc1Cl,-28,0
C=CCN1C(=O)N(Cc2ccccc2)c2ccccc2S1(=O)=O,0,0
CCCCCCCCN1C(=O)[C@@H](CC(=O)NCc2cccc(C(F)(F)F)c2)C[C@@]2(C(=O)OC)C1=C[C@H](C1CCCC1)O[C@@H]2C,-10,0
c1ccc2c(c1)ccn1c(Cc3ccsc3)c(C3CCCCC3)nc21,-12,2
COc1ccc(Cc2nnc(NC(=O)CSc3ccc(Cl)cc3)s2)cc1OC,35,87*
CCCCCCn1cc(CN2CC(N(C)C)CS2(=O)=O)nn1 (stereo not given),1,1
COC(=O)[C@]12CCCCC=C1N(Cc1ccc(Cl)cc1Cl)C(=O)[C@H](CC(=O)N1CCN(C(=O)C3CC3)CC1)C2,35,9
COC(=O)c1ccc2nc(-c3ccc(F)cc3)c(Cc3cccc(F)c3)n2c1,-13,-1
COC(=O)C[C@@H]1C=C[C@@H](NS(=O)(=O)c2cccc(OC)c2)[C@@H](CO)O1,18,0
CN(Cc1ccccc1)C(=O)C(=O)c1ccccc1,-13,2
COc1ccc(OC)c(CN2C(=O)CCC2(C)c2nnnn2-c2c(C)cccc2C)c1 (stereo not given),1,5
C=CCC(NC(=O)N(C)C)(C(=O)OC)C(C)O (stereo not given),-27,1
COC(=O)c1ccc2nc(-c3cccc(Br)c3)c(Cc3cccc(F)c3)n2c1,5,-1
COC(=O)[C@@]1(Cc2ccc(F)cc2)[C@H]2c3cc(C(=O)N4CCCC4)n(CCc4c[nH]c5ccccc45)c3C[C@H]2CN1C(=O)c1ccccc1,-14,6
O=C(N[C@H](Cc1ccccc1)C(=O)NCCCc1ccccc1)[C@H]1O[C@@H](n2ccc(=O)[nH]c2=O)[C@H](O)[C@@H]1O,7,2
CC1(c2nc3ccccc3[nH]2)c2ccccc2C(=O)N1Cc1ccccc1 (stereo not given),-20,1
COc1ccccc1C(=O)N1CCN(C(=O)[C@H]2O[C@@H](n3cnc(C(N)=O)n3)[C@H](O)[C@@H]2O)CC1,-7,1
O=c1[nH][nH]c2c1[C@@H](c1ccc(F)cc1)O[C@H](CCOCc1ccccc1)C2,8,3
O=C(NCCc1ccccc1Cl)[C@@H]1CCCN1C(=O)[C@@H](NS(=O)(=O)c1ccc(F)cc1F)c1ccccc1,55*,41*
Cc1cc(N2CCN(CC(C)(C)O)C[C@@H]2C)ccc1N1CCN(Cc2ccccc2)[C@@H](C)C1,-36,2
CCCCC[C@@H](C)N1C[C@H](COCc2ccccc2)Oc2cc(N3CCC[C@H]3CO)ccc2S1(=O)=O,-13,-2
C[C@H](NC(=O)[C@@H]1CCCN1C(=O)[C@@H]1CCCN1C(=O)c1ccc(Cl)cc1)c1ccccc1,-17,-1
